From PubChem BioAssay
HIV peptide binding = inhibitors of HIV fusion peptide binding, primary screen, biochemical, uHTS, fluorescence dequenching (AID 1986) | 290,000 compounds, 0.3% hits | cell-free peptide binding, fluorescence dequenching, 30 min; higher % means a stronger effect | inhibition, % at 20 µM, or IC50 in µM where a hit was titrated; in the data active means inhibition mostly above about 52%, no sharp cut-off; inactive means mostly below about 76%; further: some results filed as inactive read as strong as hits
UTI89 phage lysis = inhibition of K1F phage lysis, E. coli UTI89, bacterial capsule biogenesis inhibitors, alamar blue (AID 488966) | E. coli UTI89 K1F phage lysis, alamar blue, 2 h; higher % means a stronger effect | one-dose inhibition, % at 100 µM; IC50 in µM for titrated hits | 340,000 compounds, 0.02% hits;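 active means phage lysis inhibition, versus mean bacterial control, above a set limit; inconclusive means no clear call, values can overlap the other calls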;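 further: capsule biogenesis inhibitors block K1F phage lysis so surviving cells raise fluorescence; higher fluorescence means more inhibition of phage lysis; actives were called in the ten point dose series up to 300 µM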
GPR55 LPI antagonism = GPR55 antagonists blocking LPI-driven arrestin recruitment, primary screen, imaging, U2OS, beta-arrestin-GFP, LPI agonist (AID 2013). 290,000 compounds, 0.13% hits. inhibition, % at 10 µM; hits with a dose series show IC50 in µM. U2OS GPR55 beta-arrestin-GFP translocation imaging, LPI antagonism; higher % means a stronger effect;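 active means spots per cell inhibited over 60%, with over 100 cells counted and total cytoplasm intensity under 500,000; inconclusive means wells with under 100 cells, flagged as likely toxic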;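 further: U2OS cells stably carrying GPR55 and arrestin-GFP stimulated by 5 µM LPI near EC80; imaged beta-arrestin-GFP aggregate spots per cell after agonist stimulation; plate controls were LPI-stimulated DMSO wells for no effect and DMSO wells without LPI for full effect; some results filed as inactive read as strong as hits; confirmed hits need IC50 under 10 µM and bright autofluorescent wells are also inconclusive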
RSV CPE inhibition = RSV antiviral activity via CPE protection, HEp-2 cells, primary 10 µM value included (AID 2391); 310,000 compounds, 0.13% hits; one-dose CPE inhibition, % at 10 µM; IC50 in µM for titrated hits; HEp-2 cells, RSV-induced CPE inhibition; higher % means a stronger effect; in the data active means a potency from the dose series; inconclusive means CPE inhibition mostly from about 23% at the one dose, without a potency; inactive means the rest, 99 in 100 with CPE inhibition below about 21%; further: strong numbers were not always called active
NS5 inhibitors = flavivirus cap methylation enzyme inhibition – biochemical, confirmation dose response, primary screen (AID 588689). Dengue-2 NS5 methyltransferase capping enzyme assay, biochemical; higher % means a stronger effect. one-dose inhibition, % at 25 µM; IC50 in µM for titrated hits. 340,000 compounds, 0.3% hits; in the data active means a potency from the dose series; inconclusive means inhibition above about 29% without an active follow-up result
PhoP inhibition = inhibitors of PhoP regulon expression, primary screen, Salmonella Typhimurium, GFP reporter (AID 1863). S. Typhimurium PhoP-regulated promoter GFP reporter, 4 h; higher % means a stronger effect. inhibition, % at 50 µM, or IC50 in µM where a hit was titrated. 300,000 compounds, 0.16% hits;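 active means inhibition over 29.93%, a cutoff 3 SD above the screen mean, later confirmed by dose response; inconclusive means inhibition over 29.93% but no dose response follow-up; inactive means inhibition at most 29.93% or unconfirmed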;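 further: 0% = low Mg2+ inducing control and 100% = high Mg2+ repressing control; strong numbers were not always called active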
Large T inhibition = SV40 large T antigen inhibitors, biochemical (AID 1903). SV40 large T antigen ATPase/helicase inhibition assay; higher % means a stronger effect. 310,000 compounds, 0.39% hits. inhibition, % at 20 µM; hits with a dose series show IC50 in µM; in the data active means a potency from the dose series; inconclusive means inhibition mostly from about 32% at the one dose, without a potency; inactive means the rest, 99 in 100 with inhibition below about 32%; further: strong numbers were not always called active
GPR35 arrestin U2OS = GPR35 antagonists blocking zaprinast-driven arrestin recruitment, primary screen, imaging, U2OS, beta-arrestin-GFP, zaprinast agonist (AID 2058) | 290,000 compounds, 0.052% hits | U2OS GPR35 beta-arrestin-GFP translocation imaging, zaprinast antagonism; higher % means a stronger effect | inhibition, % at 10 µM; hits with a dose series show IC50 in µM;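 active means inhibition of at least 50% with at least 30 cells and total cytoplasm GFP at most 10,000,000; inconclusive means under 30 cells or total GFP of 10,000,000 plus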
Rac1 GTP hydrolysis = MgcRacGAP GTPase-activating activity inhibitors, confirmation, biochemical, ADP Hunter fluorescence. MgcRacGAP-stimulated Rac1 GTP hydrolysis, ADP Hunter fluorescence; higher % means a stronger effect; GST-tagged Rac1 F28L mutant substrate. inhibition, % at 30 µM; hits with a dose series show IC50 in µM. 340,000 compounds, 0.6% hits. AID 624330;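 active means first-screen hits whose inhibition reached a set limit at any dose in the follow-up dose series; inconclusive means inhibition above the set first-screen limit but never retested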;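 further: fluorescence reports GDP produced by GAP-driven GTP hydrolysis; strong numbers were not always called active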
NS5 inhibitors pilot replicate = recorded beside NS5 inhibitors, whose call it bears; inhibition, %; measured here: pilot screen replicate inhibition
* = called active by the depositor; ? = inconclusive; nt = not tested or not shown; & = joins results of further samples; [ ] = dose if it differs, or a comment.

SMILES	HIV peptide binding	UTI89 phage lysis	GPR55 LPI antagonism	RSV CPE inhibition	NS5 inhibitors	PhoP inhibition	Large T inhibition	GPR35 arrestin U2OS	Rac1 GTP hydrolysis	others
Cc1cccc(C(=O)NNC(=O)C2CCCO2)c1 (configuration not stated)	0.3%	0.7%	5%	0.0%	-2%	-5%	0%	13%	6%
CCCN(CCC)CC(O)CN(c1cc([N+](=O)[O-])ccc1OC)S(=O)(=O)c1ccccc1 (configuration not stated)	-3.6%	3.6%	-2%	0.0%	12%	-1%	10%	3%	1%
O=C(c1ccco1)N1CCN(S(=O)(=O)c2cccc(Cl)c2)CC1	-0.8%	0.3%	-13%	0.5%	-6%	-2%	5%	12%	5%	NS5 inhibitors pilot replicate=0.0
COCCN1Cc2cccc(C(=O)Nc3cccc(-c4nc5ccccc5[nH]4)c3)c2C1=O	2.6%	0.0%	-3%	3.9%	2%	-4%	7%	-4%	10%
O=C(CCSc1ccc(Cl)cc1)NC1CCCCC1	-2.5%	2.4%[50 µM]	-4%	2.2%	-6%	14%	-13%	18%	8%
CCOc1ccccc1NC(=O)C(=O)NCCC1=CCCCC1	0.4%	-0.3%	4%	1.4%	1%	6%	16%	9%	6%
COc1ccc(-n2cnnc2SCc2cnc(-c3ccccc3)s2)cc1	-0.7%	0.2%	-1%	4.9%	-3%	-9%	4%	10%	6%
CCCNC(=O)c1ccc(N2CCC3(CC2)CC(c2ccccc2)=NO3)c(NC(=O)c2cccc(OC)c2)c1	0.9%	-0.9%	6%	1.9%	-8%	2%	10%	-6%	2%
CC(C)Oc1ccc(C2CNC(=O)C2)cc1 (configuration not stated)	2.2%	0.4%	-4%	1.0%	0%	2%	3%	12%	-4%
S=c1nc(-c2ccccc2Cl)[nH][nH]1	0.8%	0.1%	3%	2.5%	-4%	-13%	13%	2%	19%
COc1cc2c(cc1OC)CN(c1ccc([N+](=O)[O-])cc1Cl)CC2	2.4%	0.6%	-9%	19%	-1%	-1%	8%	-8%	4%
Cc1ccc(C(=O)NCCc2cccc(Cl)c2)cc1[N+](=O)[O-]	1.3%	1.5%	3%	6.6%	-2%	-4%	20%	-9%	8%
CCN1C(=O)/C(=C/c2ccc(C)o2)N(C)C1=S	2.4%	2.9%[50 µM]	-10%	?	-4%	6%	16%	-7%	7%
COc1ccc(C(=O)Cn2cc([N+](=O)[O-])nc2C)cc1	-1.5%	-0.2%	6%	0.2%	4%	0%	7%	5%	1%
Cc1cccc(NC(=S)NCc2ccco2)c1C	6.2%	2.6%	5%	1.1%	1%	17%	-2%	2%	8%
NC(=O)CSC1=Nc2ccccc2C2=NC(CC(=O)NCc3cccs3)C(=O)N12 (configuration not stated)	-0.5%	2.1%	-16%	0.8%	1%	-8%	0%	4%	12%
N#CN=C(N)c1ccccc1	-0.3%&-0.9%	0.6%	12%&6%	-0.3%	-5%	7%&-7%	4%	-17%&1%	6%
Cc1ccc(C(C)C)cc1S(=O)(=O)NCc1cccnc1	-0.8%	0.1%	4%	-0.2%	-3%	12%	7%	2%	1%
COc1ccc(-c2nc3c(=O)n(C)c(=O)[nH]c3n2CCc2ccccc2)cc1	-2.9%	0.6%	-13%	1.7%	0%	13%	12%	-2%	4%
Cc1ccc(S(=O)(=O)NCCN2CCN(S(=O)(=O)c3ccccc3Cl)CC2)cc1	nt	0.3%[50 µM]	nt	0.6%	-15%	nt	nt	nt	-1%
CC(C)(C)C(=O)Nc1sc2c(c1C#N)CCN(Cc1ccccc1)C2	52%	-0.7%	-3%	0.5%	2%	nt	8%	2%	3%
O=C(CSc1nnnn1-c1ccc(F)cc1F)Nc1ccccc1F	-0.4%	0.2%	14%	0.5%	-1%	-4%	-1%	1%	13%	NS5 inhibitors pilot replicate=-3.3
c1ccc(-n2c(Sc3cnccn3)nnc2-c2cccs2)cc1	-2.0%	-0.1%	1%	1.3%	-4%	1%	6%	-2%	-4%
COc1ccc(C(=O)Nc2ccc(CN3CCOCC3)cc2)cc1Br	-0.7%	1.5%	7%	20%	2%	-3%	11%	-5%	-7%
COc1ccc(NS(=O)(=O)c2cccc(NC(=O)C34CCC(CC3)C4)c2)cc1	1.2%	0.4%	-5%	2.2%	-5%	-3%	5%	-14%	15%

Quoted at random: three entries already listed.
SMILES	HIV peptide binding	UTI89 phage lysis	GPR55 LPI antagonism	RSV CPE inhibition	NS5 inhibitors	PhoP inhibition	Large T inhibition	GPR35 arrestin U2OS	Rac1 GTP hydrolysis	others
CC(C)(C)C(=O)Nc1sc2c(c1C#N)CCN(Cc1ccccc1)C2	52%	-0.7%	-3%	0.5%	2%	nt	8%	2%	3%
Cc1cccc(C(=O)NNC(=O)C2CCCO2)c1 (configuration not stated)	0.3%	0.7%	5%	0.0%	-2%	-5%	0%	13%	6%
CCCNC(=O)c1ccc(N2CCC3(CC2)CC(c2ccccc2)=NO3)c(NC(=O)c2cccc(OC)c2)c1	0.9%	-0.9%	6%	1.9%	-8%	2%	10%	-6%	2%

Additional entries
SMILES	HIV peptide binding	UTI89 phage lysis	GPR55 LPI antagonism	RSV CPE inhibition	NS5 inhibitors	PhoP inhibition	Large T inhibition	GPR35 arrestin U2OS	Rac1 GTP hydrolysis	others
CCN(CC)S(=O)(=O)c1cc(C)c(C)cc1OCC(=O)NC1CCCC1	-0.1%	-0.5%	1%	2.9%	0%	-3%	8%	-8%	6%
CCNC(=S)N(Cc1cc2cc(C)c(C)cc2[nH]c1=O)C1CCCC1	0.2%	-4.9%	18%	-1.9%	1%	5%	1%	1%	5%
CC(C)c1cccc(C(C)C)c1OC(=O)[C@H]1OC(C(C)(C)C)=C[C@@H]1c1ccccc1	nt	0.6%	nt	5.4%	-7%	nt	nt	nt	15%
Cc1cccc(N2CC(C(=O)O)CC2=O)c1C (configuration not stated)	-0.3%	0.3%	5%	0.3%	-15%	-2%	16%	-2%	11%
O=C(Nc1ccccc1N1CCOCC1)c1ccc(S(=O)(=O)NCc2ccco2)cc1	-0.6%	0.4%	0%	1.8%	-10%	-6%	11%	3%	6%
CCOC(=O)C1=C(C)NC(SCC(N)=O)=C(C#N)C1c1cccs1 (configuration not stated)	-1.4%	0.2%	-6%	-0.1%	-1%	-3%	6%	6%	12%
COc1ccc(S(=O)(=O)Nc2cccc(-c3ccc4nncn4n3)c2)cc1	nt	1.3%[50 µM]	nt	-0.6%	2%	-9%	1%	nt	4%
C/C(=N/NS(=O)(=O)c1ccc(Br)cc1)c1c[nH]c2ccccc12	1.5%	-0.2%	9%	?	-2%	-3%	22%	-11%	10%
CCCCOC(=O)c1ccc(NC(=O)COC(=O)CN2C(=O)NC3(CCCC3)C2=O)cc1	1.0%	-0.3%[50 µM]	8%	2.2%	-5%	2%	6%	-17%	6%
Cc1cc(=O)n2nc(N3CCCC(C(=O)NCc4ccccc4Br)C3)sc2n1 (configuration not stated)	1.4%	0.2%	5%	1.6%	-3%	-10%	17%	-11%	8%
CNC(=O)COc1coc(CN2CCN(C(=O)c3ccco3)CC2)cc1=O	nt	-0.1%	nt	-2.5%	-6%	3%	7%	nt	7%
Cc1nccn1CC(=O)N/N=C/c1cccs1	0.0%	0.7%	-5%	nt	1%	-2%	11%	-6%	11%
Cc1cc(C)n(-c2nc3c(c(=O)[nH]c(=O)n3C)n2C(C)C)n1	-1.7%	2.5%	-6%	0.6%	-2%	-9%	17%	12%	13%
COc1ccc(NC(=S)N2CCC(c3ccccc3)C2)cc1 (configuration not stated)	-0.5%	0.6%	4%	2.0%	-8%	4%	13%	-8%	7%
O=C(O)CCCn1cc(NC(=O)COc2ccc(F)cc2)cn1	0.1%	0.2%	-6%	0.7%	0%	-1%	27%	6%	4%
O=C1S/C(=C\c2ccccn2)C(=O)N1Cc1ccccc1F	0.9%	0.4%[50 µM]	7%	1.1%	1%	3%	10%	10%	-2%
O=S(=O)(c1cc(Cl)ccc1Cl)N1CC2CCCN2c2ccc(C(F)(F)F)cc21 (configuration not stated)	-0.7%	0.5%	-2%	21%	-11%	-2%	6%	-2%	5%
Cc1ccc(N2C(=O)CC(C3CCCO3)C2=O)cc1 (configuration not stated)	5.5%	0.1%[50 µM]	6%	-0.2%	-3%	7%	8%	-10%	1%
CCn1c2ccccc2c2cc(NC(=O)COC(=O)c3ccccc3Br)ccc21	3.9%	4.0%	4%	?	-10%	6%	2%	12%	8%
CC1C/C(=N\NC(=O)CCc2ccc(S(=O)(=O)N3CCOCC3)cc2)CC(C)(C)C1 (configuration not stated)	-1.4%	0.3%	23%	1.7%	0%	-7%	17%	19%	-1%
CC(=O)Nc1ccc2c(c1)nc(CCNC(=O)c1ccccc1)n2C	0.6%	0.5%	3%	0.7%	-9%	-1%	6%	-3%	1%
CCOC(=O)c1sc(NC(C)=O)c(C(=O)OCC)c1C	-2.9%	-1.0%	-10%	1.4%	-7%	0%	2%	6%	16%
Cc1cccc(C(=O)OC(C)CN2CCOCC2)c1 (configuration not stated)	-0.1%	0.3%	9%	1.8%	-6%	5%	5%	-2%	5%
CC1=Nc2cccc([N+](=O)[O-])c2NC(=O)C1	-1.0%	0.7%	1%	nt	7%	5%	8%	-9%	3%
O=C(Nc1cccc(C(F)(F)F)c1)C1CCCN(S(=O)(=O)c2cnc[nH]2)C1 (configuration not stated)	-3.2%	0.8%	-7%	2.9%	-5%	3%	-5%	1%	7%	NS5 inhibitors pilot replicate=5.2

Of the compounds above, 2 have a CF3 group:
SMILES	HIV peptide binding	UTI89 phage lysis	GPR55 LPI antagonism	RSV CPE inhibition	NS5 inhibitors	PhoP inhibition	Large T inhibition	GPR35 arrestin U2OS	Rac1 GTP hydrolysis	others
O=S(=O)(c1cc(Cl)ccc1Cl)N1CC2CCCN2c2ccc(C(F)(F)F)cc21 (configuration not stated)	-0.7%	0.5%	-2%	21%	-11%	-2%	6%	-2%	5%
O=C(Nc1cccc(C(F)(F)F)c1)C1CCCN(S(=O)(=O)c2cnc[nH]2)C1 (configuration not stated)	-3.2%	0.8%	-7%	2.9%	-5%	3%	-5%	1%	7%	NS5 inhibitors pilot replicate=5.2
